ERp5 inh – ERp5 (human) disulfide isomerase inhibition | Q15084 | ERp5 insulin aggregation, absorbance 650 nm, 90 min | inhibition, % at 9.99 µM | 0.05% of 350,000 active | AID 651711;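 active = mean replicate inhibition above about 25%, with every replicate also reaching it, limit read from the data, passing the limit was not always enough; inconclusive = only one of those two criteria met; inactive = neither criterion met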
ARNT-TACC3 inh – ARNT/TACC3 interaction disruption | Q9Y6A5 | AlphaScreen His-ARNT PAS-B/GST-TACC3 binding, luminescence; TACC3 fragment carries E629A point mutation | inhibition, % at 9.99 µM | 0.66% of 390,000 active | AID 623870;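 active = mean inhibition of replicates at least 50% and at least half of replicates each reaching 50%; inconclusive = half or more replicates reach 50% but mean below 50%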;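 also: 0% = complete ARNT plus TACC3 wells and 100% = ARNT alone without TACC3; many hits fall short of the cut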
esBAF inh – inhibitors of esBAF chromatin remodeling in mouse ES cells. 2% of 350,000 active. Bmi1-luciferase knock-in reporter, 24 h; 100% = twice the neutral-well signal. reporter increase, % at 12.5 µM; in the data active = activation above about 40%; inconclusive = no clear call, values can overlap the other calls;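 also: 0% = median of the plate's neutral control wells and 100% = double that signal; a rise in the Bmi1 reporter signal indicates esBAF inhibition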
RAD54 inh – inhibitors of human RAD54 branch migration. Q92698. RAD54 Holliday junction branch migration, FAM/BHQ fluorescence. inhibition, % at 10.4 µM. 0.14% of 360,000 active;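 active = mean normalized replicate activity at least 40 and at least half of replicates scoring 40 or more; inconclusive = only one of the two criteria met; inactive = mean below 40 and under half of replicates reaching 40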;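 also: 0% = median of neutral control wells and 100% = median of positive control wells; inhibitors cause a drop in the FAM fluorescence signal; in these data hits start at about 50%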
Target sequence (Q92698 whole entry, looked up): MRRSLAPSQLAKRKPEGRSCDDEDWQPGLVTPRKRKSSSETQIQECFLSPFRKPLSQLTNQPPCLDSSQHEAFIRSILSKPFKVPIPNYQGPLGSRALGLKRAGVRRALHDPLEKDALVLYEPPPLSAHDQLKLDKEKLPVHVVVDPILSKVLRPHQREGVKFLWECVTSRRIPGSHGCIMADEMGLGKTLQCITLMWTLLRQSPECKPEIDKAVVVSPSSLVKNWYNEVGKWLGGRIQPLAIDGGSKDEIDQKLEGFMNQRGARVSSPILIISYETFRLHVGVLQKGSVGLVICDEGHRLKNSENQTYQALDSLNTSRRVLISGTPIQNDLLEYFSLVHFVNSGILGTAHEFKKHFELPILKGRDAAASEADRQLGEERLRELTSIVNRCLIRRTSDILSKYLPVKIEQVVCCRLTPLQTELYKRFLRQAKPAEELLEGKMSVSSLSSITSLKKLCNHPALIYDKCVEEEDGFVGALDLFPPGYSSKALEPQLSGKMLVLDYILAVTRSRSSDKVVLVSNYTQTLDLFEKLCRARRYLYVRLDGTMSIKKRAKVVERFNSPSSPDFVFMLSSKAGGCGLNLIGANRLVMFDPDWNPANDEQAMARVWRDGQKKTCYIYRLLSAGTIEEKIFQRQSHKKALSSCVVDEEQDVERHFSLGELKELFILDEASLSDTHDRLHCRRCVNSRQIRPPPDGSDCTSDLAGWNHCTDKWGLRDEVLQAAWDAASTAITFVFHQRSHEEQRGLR
PglD DTNB – blocks C. jejuni PglD acetyltransferase activity. purified PglD enzyme, DTNB colorimetric CoA detection. inhibition, % at 12.5 µM. 0.098% of 360,000 active. AID 602405; in the data active = inhibition above about 16%, passing the limit was not always enough; inconclusive = no clear call, values can overlap the other calls; also: strong numbers were not always called active
RAD52 anneal inh – inhibitors of human RAD52 DNA annealing; P43351; recombinant RAD52 DNA annealing, FRET fluorescence; inhibition, % at 18.7 µM; 0.46% of 360,000 active; AID 651710;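 active = every replicate showing at least 50% inhibition; inconclusive = mean inhibition at least 50% but not in every replicate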
E-sel inducer – E-selectin induction on HUVECs; HUVEC E-selectin immunofluorescence imaging; normalized: neutral wells 0, TNF-alpha wells 100; activation, % at 7.58 µM; 0.37% of 260,000 active; P16581; AID 686992;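 active = mean E-selectin-positive cell signal at least 10% of the positive control, reached in at least 60% of replicates, without over 20% cell loss; inconclusive = no rule given, readout overlaps actives, possibly toxicity-flagged; inactive = the rest, including those meeting only one limit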;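 also: in these data hits start at about 27%; measured in HUVEC primary endothelial cells; signal is the percent of cells scored E-selectin positive by PE staining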
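Material: HUVEC primary endothelial cells; Amount: 3,000 cells per well; Dosing: single concentration; Medium: EGM-2 growth medium on 0.1% gelatin-coated wells; Read-out basis: percent E-selectin-positive cells; Signal: immunofluorescence imaging; Control set: TNF-alpha, DMSO.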
CASP6 VEID inh – caspase-6 (human) enzyme inhibition | 0.53% of 350,000 active | inhibition, % at 12.5 µM | purified caspase-6, Z-VEID-R110 cleavage fluorescence | P55212 | AID 686996;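 active = mean inhibition across replicates at least about 35%, with every replicate also reaching that limit, limit read from the data; inconclusive = only one of the two criteria met; inactive = neither criterion met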;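 also: 0% = median of neutral control wells and 100% = no fluorescence left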
Target sequence (P55212 24-179 limits assumed): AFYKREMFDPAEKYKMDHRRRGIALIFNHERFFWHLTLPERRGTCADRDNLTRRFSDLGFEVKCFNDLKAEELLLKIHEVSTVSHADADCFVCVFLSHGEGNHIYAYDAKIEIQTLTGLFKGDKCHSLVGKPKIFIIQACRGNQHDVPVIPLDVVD
Target sequence (P55212 194-293 limits assumed): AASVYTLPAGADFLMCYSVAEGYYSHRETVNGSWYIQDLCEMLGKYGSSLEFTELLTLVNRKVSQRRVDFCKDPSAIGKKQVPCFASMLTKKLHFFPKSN
Active calls of the source: *; ? = inconclusive; · = not tested or not shown.

SMILES	ERp5 inh	ARNT-TACC3 inh	esBAF inh	RAD54 inh	PglD DTNB	RAD52 anneal inh	E-sel inducer	CASP6 VEID inh
COc1ccc(S(=O)(=O)N(C)C)cc1NC(=O)COC(=O)c1nn(C)c(=O)c2ccccc12	4	-9	-3	·	·	-1	·	-1
O=C(c1n[nH]c2c1CCC2)N1CCCC(Nc2cccc(F)c2)C1 (centres undefined)	3	-4	4	-11	4	-10	·	2
Cc1occc1-c1nnc(SCC(=O)N2c3ccccc3CCc3ccccc32)n1C	·	8	-3	-3	7	·	·	·
CC(NS(C)(=O)=O)C(c1cccs1)N1CCN(c2ccc(F)cc2)CC1 (centres undefined)	3	-1	-7	-5	5	-6	·	0
Cc1noc(C)c1NC(=O)NCC[C@@H]1CC[C@@H](NC(=O)Nc2cccc(F)c2)[C@H](CO)O1	0	10	-2	-3	-33	8	-0.2	0
Cc1ccc(C(=O)Cn2nnc3ccccc32)cc1C	·	-28	12	-2	5	·	·	·
O=C(C(=O)N1CCC(CNS(=O)(=O)c2ccc(F)cc2)CC1)c1cccs1	-1	·	·	·	·	-15	0.8	1
CC1(C(=O)N/N=C/c2cc3c(cc2Br)OCO3)CC1(Br)Br (centres undefined)	3	9	·	-1	2	-6	-0.1	-1
CCCNC(=O)N1CC2(CN(Cc3ccc(F)cc3)C2)c2c([nH]c3cc(OC)ccc23)[C@H]1CO	4	·	·	·	·	21	-0.3	-1
CCCCC(=O)Nc1ccc(C(=O)NCCc2ccc(S(N)(=O)=O)cc2)cc1	3	2	1	·	·	-16	0.4	-4
Nc1nonc1-n1nnc(C(=O)N/N=C/c2ccc(OCc3ccc(F)cc3)cc2)c1COc1ccccc1	1	-14	19	8	-6	-4	1.4	-2
CCCCN(C)C(=O)c1cn(C)c2ccc(S(=O)(=O)N3CCC(C)CC3)cc2c1=O	·	-3	-8	-1	2	·	·	·
CCCN=C1N(CC)C[C@@H]2[C@@H]3C(=O)N(C)C(=O)[C@@H]3[C@](Cc3ccccc3)(C(=O)OC)N12	5	8	-6	-17	-2	-10	5.0	-1
O=C(Nc1ccc(F)cc1)N1CC(=O)N2[C@H](CO)[C@H](c3ccc(C#Cc4ccc(F)cc4)cc3)[C@H]2C1	0	·	·	·	·	-1	0.1	2
COc1cccc(C2=CC(=O)CC(C)(C)C2)c1	2	-5	-2	-5	3	-11	0.2	-3
CN(C)CC#Cc1ccc([C@@H]2[C@@H](CO)N3CCCCN(CC4CC4)C[C@@H]23)cc1	-1	6	·	-3	-3	71*	-0.4	2
O=C1N/C(=N/N=C/c2ccccc2O)SC1Cc1ccc(F)cc1 (centres undefined)	1	1	·	·	·	-18	-0.4	0
COc1cccc(S(=O)(=O)Nc2ccc3c(c2)[C@@H]2C[C@@H](CC(=O)NCCc4ccccc4)O[C@@H](CO)[C@@H]2O3)c1	3	5	24	-1	2	15	-0.2	-1
Cc1ccc(Cl)c(OCC(=O)OC(C)C(=O)NC2CC2)c1 (centres undefined)	-7	-2	-5	-4	0	-9	0.4	-1
CCOC(=O)c1c(C)nc2c(c1-c1ccc(OC)cc1)C(=O)CC(C)(C)C2	·	15	-3	7	5	·	·	·
COc1ccc(S(=O)(=O)N(C)C[C@@H]2Oc3c(NC(=O)c4cnccn4)cccc3C(=O)N([C@H](C)CO)C[C@H]2C)cc1	5	-9	-3	-3	2	-16	1.1	0
CCOC(=O)C1CCN(S(=O)(=O)c2ccc3c(c2)N(C(C)=O)CC(C)S3)CC1 (centres undefined)	-3	3	24	7	5	-6	·	0
CN(C(=O)CSc1nc2[nH]ncc2c(=O)[nH]1)c1ccccc1	-5	·	5	-3	-3	-3	·	-2
COc1cccc(C(=O)/C=C/Nc2ccc(S(=O)(=O)Nc3nc(C)cc(C)n3)cc2)c1	-10	2	·	·	·	-11	-0.1	8
C[C@H]1CCCCO[C@@H](CN(C)Cc2ccc(C(F)(F)F)cc2)[C@@H](C)CN([C@@H](C)CO)C(=O)c2cc(NS(=O)(=O)c3cccs3)ccc2O1	-1	5	3	-4	2	-29	0.2	0
Additional structures follow.
SMILES	ERp5 inh	ARNT-TACC3 inh	esBAF inh	RAD54 inh	PglD DTNB	RAD52 anneal inh	E-sel inducer	CASP6 VEID inh
COc1ccccc1/C=C\C=N\n1c(C2CCCCC2)n[nH]c1=S	·	1	-3	-2	7	·	·	·
Cc1c(S(=O)(=O)c2ccccn2)c(N)n(Cc2ccccc2Cl)c1C	7	6	-3	·	·	-32	·	-1
CCC(=O)Nc1ccc2c(c1)OC[C@H](C)N(C(=O)Cc1ccccn1)C[C@H](C)[C@H](OC)CN(C)C2=O	3	2	4	3	1	-6	0.0	·
COc1ccc(-n2cc(CNCCc3nc(C)cc(C)n3)c(-c3ccccc3Cl)n2)cc1	6	-1	6	5	-2	-14	·	-3
COCCn1c(C)nnc1SCC(=O)Nc1ccccc1[N+](=O)[O-]	-1	1	·	·	·	-7	·	2
Cn1c(=O)c2[nH]c(NN=Cc3ccccc3)nc2n(C)c1=O	-7	-5	0	2	-2	-8	-0.2	2
Cc1oc2ccc(O)cc2c1C(=O)c1ccc([N+](=O)[O-])cc1	-10	9	·	-1	-2	-4	·	-1
C[C@H](CO)N1C[C@H](C)[C@@H](CN(C)Cc2ccc3c(c2)OCO3)OCCCC[C@H](C)Oc2ccc(NC(=O)c3ccncc3)cc2C1=O	5	-13	-4	0	1	5	0.0	12
Cn1nccc1C(=O)Nc1ccc2c(c1)OCO2	-4	-4	·	6	3	-2	6.6	1
Cc1ccc(NC(=O)CN(C)C(=O)CSc2nnnn2C)cc1	6	-3	-7	·	·	-8	1.2	12
CC(C)(C)[C@@H]1C=C(C(N)=O)O[C@H](OCCCCO)C1	8	-6	0	1	-6	-21	0.2	-1
O=C(CSc1nnc(SCc2ccccc2)s1)N/N=C/C=C\c1ccco1	4	-3	·	·	·	-24	0.1	16
CCCC(=O)Nc1ccc(C(=O)Nc2cc(C(F)(F)F)ccc2Cl)cc1	·	-4	-4	-1	-3	·	·	·
Cc1ccc(C2CC(c3ccccc3C)n3nc(N)nc3N2)cc1 (centres undefined)	2	1	-1	5	-5	-15	-0.2	-1
O=C1O[C@@H](c2ccccc2)[C@@H](c2ccccc2)N2[C@@H](c3ccc(O)cc3)[C@]3(C(=O)Nc4ccc(C#CC5(O)CCCCCC5)cc43)[C@@H](C(=O)N3CCN(c4ncccn4)CC3)[C@H]12	-4	-3	·	-6	1	10	·	0
Cc1ccc(C(=O)O)cc1NC(=S)NC(=O)c1ccc([N+](=O)[O-])cc1Cl	-1	-9	·	·	·	1	-0.6	3
O=C(Nc1ccccc1)C(=O)Nc1ccc2c(c1)N(C(=O)C1CC1)CCC2	1	17	·	4	2	2	0.0	4
COc1ccc(NC(=O)N(C)C[C@H]2Oc3ccc(NC(=O)CCN4CCOCC4)cc3C(=O)N([C@@H](C)CO)C[C@@H]2C)cc1	0	1	0	-10	1	0	-0.2	2
CC(C)(C)c1ccc(S(=O)(=O)NC(=O)C2(C)CCN2C(=O)c2cccc3ccccc23)cc1 (centres undefined)	-1	·	-3	6	3	-7	0.6	2
O=C(NCC[C@@H]1CC[C@H](NC(=O)C2CCCC2)[C@@H](CO)O1)c1ccc(F)cc1	5	-3	0	-3	2	-12	-0.5	-1
Oc1c(C(c2cccs2)N2CCN(c3ccccc3)CC2)sc2ncnn12 (centres undefined)	-7	2	2	-3	-3	-10	-0.4	1
O=S(=O)(c1ccccc1)c1cnn(-c2ccccc2)c1-c1ccc(Cl)cc1	·	-3	-7	-3	-4	·	·	·
COc1ccc2c(c1)c(=O)c(Br)c(C)n2Cc1ccccc1	·	-1	-17	-5	-2	·	·	·
O=C(NCc1ccccc1)c1ccc(CS(=O)Cc2ccc(Cl)cc2)o1 (centres undefined)	4	-2	-1	4	-1	-10	1.7	3
COc1ccc(OCC(=O)Nc2ccccc2O)cc1	·	-12	38	-8	3	·	·	·
Later entries.
SMILES	ERp5 inh	ARNT-TACC3 inh	esBAF inh	RAD54 inh	PglD DTNB	RAD52 anneal inh	E-sel inducer	CASP6 VEID inh
O=C(COC(=O)c1cccc(S(=O)(=O)N2CCN(c3ccccc3)CC2)c1)NCC1CCCO1 (centres undefined)	2	-3	·	-4	0	-4	-0.5	1
COc1ccc(S(=O)(=O)N2CCOCC2)cc1NC(=O)CN1CCCC1	0	-2	·	6	0	-35	0.2	1
CN(c1ccccc1)S(=O)(=O)c1nnc(NC(=O)COc2ccccc2)s1	-5	0	-3	13	8	-5	·	-3
C[C@@H]1CN([C@H](C)CO)S(=O)(=O)c2ccc(C#CC3CC3)cc2O[C@@H]1CN(C)Cc1ccccc1F	6	7	-4	-7	0	8	-0.2	-1
CN(C)CCCNc1oc(-c2cccc(Cl)c2)nc1C#N	·	-1	-2	5	1	·	·	·
COc1cc(OC)cc(C(=O)OCC(=O)NC2CCCCCCC2)c1	1	·	-3	1	2	-10	0.6	14
CCOC(=O)C1CCN(C(=O)Nc2ccc(OC(F)(F)F)cc2)CC1	-1	-5	10	1	-2	2	·	1
COCC#Cc1cnc2c(c1)C(=O)N([C@H](C)CO)C[C@@H](C)[C@@H](CN(C)C(=O)Nc1ccc(OC)cc1)O2	-5	6	-6	-2	-4	-7	0.3	0
CCNC(=O)CSc1nc(-c2ccccc2)cs1	0	27	·	·	·	4	1.9	-4
COC(=O)c1sccc1NC(=O)CC1C(=O)NCCN1C(=O)Nc1ccc(OCc2ccccc2)cc1 (centres undefined)	3	-26	-7	3	-2	-16	0.0	3
COc1ccccc1-c1ccc2n(c1=O)C[C@@H]1[C@@H](CO)[C@H](C(=O)N[C@@H](C)c3ccccc3)[C@H]2N1C	-5	-6	1	-2	3	-9	0.3	3
CCc1ccc(C(=O)NC(=S)NCc2cccnc2)cc1	2	-2	·	-5	5	0	0.7	2
FC(F)(F)COc1ccc(-c2nnc(SCc3ccccc3)o2)cn1	6	-9	33	-3	3	1	·	-3
O=C(NC1CCCc2ccccc21)c1ccc2c(c1)OCO2 (centres undefined)	2	-4	10	-2	3	-12	·	0
CCCN1[C@@H]2c3ccc(-c4ccncc4)c(=O)n3C[C@H]1[C@H](CO)[C@H]2C(=O)N1CCCCC1	4	-7	-2	4	3	-2	-0.2	1
COc1ccc2c3c([nH]c2c1)[C@H](CO)N(C(=O)Nc1ccc(F)cc1)CC31CCN(C(=O)Cc2ccncc2)CC1	7	·	·	·	·	16	1.2	-1
COc1ccc(NC(=O)N(C)C[C@@H]2OCCCC[C@@H](C)Oc3ccc(NC(=O)NC4CCCCC4)cc3C(=O)N([C@@H](C)CO)C[C@H]2C)cc1	-2	-5	-4	9	-1	2	·	0
C[C@H]1CN([C@@H](C)CO)C(=O)c2cc(NC(=O)CCCCCC(=O)Nc3ccccc3N)ccc2O[C@H]1CN(C)CC1CCCCC1	-2	·	·	·	·	21	0.0	0
CCc1noc(C)c1C(=O)N(C)CC(=O)Nc1ccc(F)c(F)c1F	-1	0	-8	-4	0	-5	·	0
C[C@@]12C(=O)Nc3cc(F)ccc3C(=O)N1[C@H]1c3cc(Br)ccc3OC[C@@H]1[C@@H]2c1ccccc1	4	-13	-5	-2	0	-5	0.0	-3
Cc1ccccc1-c1cnc2c(c1)C(=O)N([C@H](C)CO)C[C@H](C)[C@H](CN(C)Cc1cccnc1)O2	4	-7	-4	3	-1	3	-0.2	2
Cc1noc(C)c1CN(C(=S)NC(C)C)c1ccccc1	-1	0	·	·	·	-13	-1.5	0
CC(=O)Nc1cc(-c2cccc(C(=O)N(C)C)c2)cn2c(-c3ccccc3)cnc12	3	·	1	-11	2	-17	-0.3	1
Cc1cccc(C(=O)NNC(=O)c2ccco2)c1	2	·	·	·	·	-4	-0.1	-1
CCCN(CCC)CCCNC(=O)c1cc2cc3ccc(OC)cc3nc2o1	·	3	-1	?	6	·	·	·

Source: PubChem BioAssay
